Bioassay records from PubChem BioAssay.
12-LOX inh: Primary qHTS assay for inhibitors of human arachidonate 12S-lipoxygenase (ALOX12): Round 2. Polyunsaturated fatty acid lipoxygenase ALOX12 (Homo sapiens), P18054. purified 12hLO, xylenol orange hydroperoxide absorbance. Potency, µM (titrated, usually from 108 µM), without a hit: at the highest dose activity change, negative = inhibition, most hits filed as inhibitors. hit rate 1.1% among 580,000. AID 1671190, 2021; active = well fitted inhibition curve with a large enough effect; inconclusive = small, poorly fitted or top-dose-only effect, or another doubt; inactive = no such curve, though single readings can be large or run the other way; also: potency is read from the fitted curve at half-maximal effect
Target sequence (P18054 whole entry, looked up): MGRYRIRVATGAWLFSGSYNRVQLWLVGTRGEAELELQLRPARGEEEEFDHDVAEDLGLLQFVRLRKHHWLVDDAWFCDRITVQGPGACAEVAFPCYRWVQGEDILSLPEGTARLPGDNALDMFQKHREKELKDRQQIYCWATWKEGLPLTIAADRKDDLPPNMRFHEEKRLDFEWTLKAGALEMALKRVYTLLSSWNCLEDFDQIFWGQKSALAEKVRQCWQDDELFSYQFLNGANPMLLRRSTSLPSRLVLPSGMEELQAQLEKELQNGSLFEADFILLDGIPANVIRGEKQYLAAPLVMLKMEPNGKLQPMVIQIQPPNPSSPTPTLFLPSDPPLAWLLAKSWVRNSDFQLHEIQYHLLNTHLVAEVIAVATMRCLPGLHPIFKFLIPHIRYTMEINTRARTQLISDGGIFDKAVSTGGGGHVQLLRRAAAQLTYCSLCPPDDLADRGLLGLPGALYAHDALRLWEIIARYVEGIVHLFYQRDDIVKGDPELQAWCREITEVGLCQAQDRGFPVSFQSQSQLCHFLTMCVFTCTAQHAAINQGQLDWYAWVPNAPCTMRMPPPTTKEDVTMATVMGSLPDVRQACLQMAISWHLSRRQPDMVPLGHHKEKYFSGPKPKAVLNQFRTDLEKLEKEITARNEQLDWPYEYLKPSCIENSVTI
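Hydroperoxide product was detected by ferrous iron/xylenol orange as the 573 to 405 nm absorbance ratio. Arachidonic acid at 40 uM (final) was turned over for 30 min at room temperature by 150 nM human 12hLO, pH 7.0 Hepes buffer, after 15 min compound preincubation.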
LDHA block: qHTS assay for inhibitors of human lactate dehydrogenase; L-lactate dehydrogenase A chain (Homo sapiens), P00338; purified LDHA, NADH/diaphorase-resazurin fluorescence; stronger effect = lower value; hit rate 0.15% among 480,000; activity change, % (values are at about 110 or 230 µM); in the data active = activity change below about -30%; inconclusive = mostly about -25% to -30%;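 also: plate controls were DMSO wells for no effect and wells without enzyme for full effect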
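LDH5 2 nM; NADH 0.06 mM, pyruvate 0.2 mM; 200 mM Tris pH 7.4, EDTA, Tween-20; 5 min RT. Detection: diaphorase 0.133 mg/mL + resazurin 37 µM, fluorescence ex540/em590 at 0 and 20 min; normalized to enzyme-free and DMSO wells.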
Active calls of the source: *; ? = inconclusive; . = no result given; [ ] = dose if it differs, or a comment. Unless noted, % is scaled to controls: 0 for no effect and ±100 for the full control effect. This is a subset; count on the stated rates, not on these rows.

SMILES | 12-LOX inh | LDHA block
CC(C)C[C@H]1CN(CCCC[C@H]2CNC(=O)C(=O)N2Cc2ccccc2)C(=O)C(=O)N1CCc1ccc(O)cc1 | -13% | 5
COc1ccc(CN2CCN(C(=O)c3cc4cc(C)ccc4nc3C)CC2)cc1 | -15% | 1
O=Cc1cc(Br)cc(Cl)c1O | 45µM* | 2
CC(C)Oc1ccc(Br)cc1/C=C(\C#N)c1nc2ccccc2[nH]1 | 5% | -5
O=C(Nc1ccc(Cl)c(Cl)c1)c1nn(-c2ccccc2)c(=O)c2ccccc12 | -27% | 0
O=C(CCNC(=O)c1ccoc1)Nc1ccc(N2CCCC2)nc1 | 7% | 2
CCN(c1ccccc1)S(=O)(=O)c1ccc(C(=O)NC2CCCCCC2)cc1 | -16% | 3
O=C(Nc1nc(-c2cccc3ccccc23)cs1)c1cccs1 | ? | 9
CCN(c1ccccc1)S(=O)(=O)c1ccc(OC)c(NC(=O)c2nn(C)c(=O)c3ccccc23)c1 | ? | -25
Cc1ccc(C)n1-c1c(C(=O)NCCN2CCCCC2)sc2ncccc12 | -29% | -6
CCN(C)Cc1cccc(CNC(=O)CCc2ncc(-c3ccccc3)o2)c1 | ? | -7
COc1ccc(NC(=O)C2(C#N)CCCC2)cc1 | -7% | 6
Cc1ccc(OCC(=O)N2CCN(c3ncccn3)CC2)cc1 | ? | -1
CC(O)CNc1nc(C(C)C)c2c(c1C#N)CCCC2 (stereo unspecified) | 110%[activator] | 7
Cc1c(CN(C)C(=O)c2cc3cc(Br)ccc3oc2=O)cnn1C | -24% | -15
O=S(=O)(c1ccc(-c2csc(-c3cccc(Cl)c3)n2)cc1)N1CCOCC1 | -1% | -7
O=C(Cn1ccccc1=O)Nc1ccc(Br)cc1F | -26% | -5
COCc1ccc(C(=O)OCc2cc3ccccc3o2)cc1 | -4% | 9
Cc1ccccc1N1CC(C(=O)Nc2ccccc2C(=O)N(C)Cc2ccccc2)CC1=O (stereo unspecified) | 4% | -5
COc1cccc(-c2ocnc2C(=O)Nc2ccc(Br)cc2F)c1 | 13% | -7
Cc1ccccc1-n1nnnc1SCC(=O)c1ccc(Br)s1 | 25µM* | 10
COc1ccc(S(=O)(=O)Nc2ccccc2Cl)cc1NC(=O)c1cccc(-n2cccc2)c1 | 4% | 3
CC1Cc2cc(S(=O)(=O)NCCC(=O)N(C)Cc3ccco3)ccc2N1C(=O)C1CC1 (stereo unspecified) | 16% | 2
Cc1ccc(C)c(-n2ccnc2SCC(=O)Nc2ncc(C)s2)c1 | -19% | -11
O=C(Cc1noc(C(=O)NCc2ccncc2)n1)Nc1cccc2ncccc12 | 8% | 1
(continued)
SMILES | 12-LOX inh | LDHA block
COc1cccc(C2=NS(=O)(=O)N(C)C(C(=O)NCC(C)C)=C2)c1 | -6% | 3
CCc1nnc(NC(=O)CCc2ncc(-c3ccccc3Cl)o2)s1 | 13% | 2
CCCS(=O)(=O)N1CCCC1C(=O)NC1CCCC1 (stereo unspecified) | 33%[activator] | 0
O=C(N[C@@H](Cc1ccccc1)C(=O)NCc1cccs1)c1cccs1 | -17% | 1
O=C(NCc1ccc(OCC(F)(F)F)cc1)c1ccc(S(=O)(=O)N2CCCC2)cc1 | ? | -1
O=C(Cn1c(=O)c2c(ncn2Cc2ccccc2)n(Cc2ccccc2)c1=O)NCc1ccco1 | 3% | 0
CC(=O)NCCc1ccc(-c2csc(-c3ccc(C)cc3)n2)s1 | ? | -1
CC(C)(C)c1nc(CSc2n[nH]c(-c3ccccc3F)n2)no1 | -25% | 0
CCn1ncc(Cl)c1CNC(=O)C1CCCN(S(=O)(=O)c2cnn(C)c2)C1 (stereo unspecified) | 27% | -6
Cc1ccc(C(Nc2ccc3nnnn3n2)c2cccs2)cc1 (stereo unspecified) | ? | -5
C=CCNC(=O)COC(=O)c1cc(-c2ccc(Cl)s2)nc2ccccc12 | -9% | 10
COc1cc(C)c(C)cc1S(=O)(=O)n1ccnc1C | 33% | 2
Cc1ccc2c(CSc3nncs3)cc(=O)oc2c1C | -2% | 0
O=C(Cc1ccsc1)OCC(=O)c1ccc2c(c1)OCCO2 | ? | 1
COc1ccc(-c2nc(CSCC(=O)NCCCN3CCOCC3)c(C)o2)cc1OC | ? | -2
O=C(Nc1ccc2oc(-c3cccc4c(Br)cccc34)nc2c1)c1cccnc1 | -2% | -5
N#Cc1ncn(CCC(=O)Nc2c(Cl)cccc2Cl)n1 | 58%[activator] | -4
CCCCCCc1ccc(/C(C)=C\C(=O)O)cc1 | -1% | 5
Cc1ccccc1C(=O)N(CCCN(C)C)c1nc2ccc(F)cc2s1 | -5% | -2
NC(=S)N/N=C/c1cccc(Cl)c1Cl | ? | 3
O=C(CSc1nncn1-c1ccccc1F)Nc1ccccc1C(=O)NCCc1ccccc1 | -23% | 3
C=CCNC(=O)CN1CCN(c2nc3ccccc3o2)CC1 | 2% | 2
CCCn1nc(C(=O)Nc2nc3ccc(OCC)cc3s2)c2ccccc2c1=O | 15% | -10
O=c1c(S(=O)(=O)c2ccc(F)c(Cl)c2)c[nH]c2ccc(F)cc12 | 4% | 0
COc1ccc(-c2nnc(SCc3csc(Nc4ccc(C)cc4)n3)o2)cc1 | -12% | 6
Continuation:
SMILES | 12-LOX inh | LDHA block
c1ccc(NCc2cccs2)cc1 | -18% | 7
CCCCn1c(=O)[nH]c(=O)c2c1nc(CN1CCN(S(=O)(=O)c3ccc(F)cc3)CC1)n2CC | -21% | -3
CONC(=O)CCN1C(=O)CSc2ccccc21 | 1% | -6
COc1ccc(CN2CCN(C(=O)c3cc4c(s3)CCCC4)CC2)cc1OC | -7% | 3
CC(=O)NCCNC(=O)c1cc(C)nc2ccc(C)cc12 | ? | -4
COc1cccc(-n2nnc3c(N4CCN(S(=O)(=O)c5ccc(C)c(C)c5)CC4)ncnc32)c1 | ? | 4
CC(C)CC(=O)NCCCN1CCCC1 | -6% | 3
O=C(Cn1nc(-c2cccs2)oc1=O)Nc1cccc(Cl)c1 | -3% | 1
Brc1ccc(-c2cc3ccccn3c2)cc1 | 14µM* | 5
O=C(COc1ccc(Cl)cc1Cl)Nc1ccc2oc(-c3cccnc3)nc2c1 | ? | 12
Cc1cc(C)c(O)c(-c2n[nH]c3c2C(c2ccccc2F)N(CCO)C3=O)c1 (stereo unspecified) | 2% | -1
Cn1nc(C(=O)OCCOc2cccc(Cl)c2)c2ccccc2c1=O | -14% | 7
CCNC(=O)NC(=O)C(C)N(C)Cc1ccc(C(F)(F)F)cc1 (stereo unspecified) | 9% | -1
CSc1ccc(CN(C)C(=O)c2ccc3c(c2)CCCC3)cc1 | -10% | 7
Cc1ccc(CNC(=O)c2nn(C)c3c2CSc2ccccc2-3)cc1 | -3% | 7
COC(=O)C[C@@H]1C=C[C@@H](NC(=O)NC2CCCC2)[C@@H](CO)O1 | 1% | -7
COC(=O)c1[nH]c(C)c(/C(O)=C2\C(=O)C(=O)N(CCCn3ccnc3)C2c2cccc(OC)c2)c1C (stereo unspecified) | ? | -40*
O=C(CCc1ncc(-c2ccccc2Cl)o1)NCC1CCCO1 (stereo unspecified) | 4% | 5
COc1cc(C(=O)NC2CCCCC2)ccc1C | -10% | 0
Cc1cc(-c2ccc(N=Cc3sccc3C)c(C)c2)ccc1N=Cc1sccc1C | -56% | 4
Cc1ccccc1C(=O)Nc1cccc(CCC(=O)N(C)C)c1 | ? | -1
CC1=C(c2ccc(C)c(C)c2)S(=O)(=O)N(CC(=O)NCc2ccc3c(c2)OCO3)C1=O | ? | 24
Cc1oc(-c2cccs2)nc1CC(=O)NCc1ccc(CN2CCCCC2)cc1 | 42%[activator] | 0
Cc1ccc(SCc2nc3scc(C)n3c2Br)cc1 | -12% | 13
CC(Nc1nccc(C(F)(F)F)n1)c1cccc([N+](=O)[O-])c1 (stereo unspecified) | . | 11
Later entries.
SMILES | 12-LOX inh | LDHA block
C=CCCC(=O)N1CCN(C(=O)c2ccc(C(F)(F)F)cc2)CC1 | 4% | -7
C=C(C)COc1ccc2c(C)c(CCC(=O)N3CCC(C(N)=O)CC3)c(=O)oc2c1 | -1% | 11
O=C(CCc1ncc(-c2ccccc2F)o1)Nc1ccc2ccccc2n1 | -1% | 11
CCc1cccc(NC(=O)COC(=O)c2cc(C)nc3ccccc23)c1 | -7% | 6
Cn1c(=O)c2c(nc(NCc3ccc4c(c3)OCO4)n2Cc2ccc(Cl)cc2Cl)n(C)c1=O | 8% | -1
N#C/C(=C/NC(=O)c1ccccc1)C(=O)N1CCOCC1 | 1% | -3
Cc1c(C)c2ccc(OCC(=O)NCCCO)cc2oc1=O | 8% | 5
O=C(NCC(O)c1ccc(F)c(F)c1)c1ccc(=O)[nH]c1 (stereo unspecified) | -10% | 15
O=C(CN1CCN(C(=O)CCc2ncc(-c3ccc(Cl)cc3)o2)CC1)Nc1cccc(F)c1 | -19% | 2
CC(C)c1ccc(C2C3=C(CC(C)(C)CC3=O)OC3=C2C(=O)CC(C)(C)C3)cc1 | -19% | ?
CCn1c(CNC(=O)c2ccc3c(c2)OCO3)nnc1SCC(=O)c1ccc(OC)cc1 | ? | -30*
NC(=O)N/N=C/c1ccc(Br)cc1 | -2% | 3
CCOc1ccc(OCC)c(N)c1 | ? | 66
Cc1ccc2[nH]cc(C(C(=O)O)N3CCN(c4ccc(Cl)c(Cl)c4)CC3)c2c1 (stereo unspecified) | -21% | 1
COc1cc(/C=N/O)c(Br)cc1OC(C)C | ? | 2
CC(C)C(C(=O)NC(c1ccccc1)C1CCCC1)c1ccccc1 (stereo unspecified) | -23% | -1
CNC(=S)N/N=C/c1ccc(Cl)cc1 | 43%[activator] | 4
C=CCn1c(N2CCC(C(N)=O)CC2)nc2c1c(=O)[nH]c(=O)n2C | 43% | 3
CCCCc1nn2c(=O)cc(CSCC(=O)Nc3ccccc3C)nc2s1 | 10% | 0
COc1ccccc1Oc1ccc(NC(=O)C2CCN(S(C)(=O)=O)CC2)cc1 | -7% | 3

As a short view, some entries already given.
SMILES | 12-LOX inh | LDHA block
O=C(Cn1nc(-c2cccs2)oc1=O)Nc1cccc(Cl)c1 | -3% | 1
Brc1ccc(-c2cc3ccccn3c2)cc1 | 14µM* | 5
O=C(COc1ccc(Cl)cc1Cl)Nc1ccc2oc(-c3cccnc3)nc2c1 | ? | 12
Cc1cc(C)c(O)c(-c2n[nH]c3c2C(c2ccccc2F)N(CCO)C3=O)c1 (stereo unspecified) | 2% | -1
Cn1nc(C(=O)OCCOc2cccc(Cl)c2)c2ccccc2c1=O | -14% | 7
CCNC(=O)NC(=O)C(C)N(C)Cc1ccc(C(F)(F)F)cc1 (stereo unspecified) | 9% | -1
CSc1ccc(CN(C)C(=O)c2ccc3c(c2)CCCC3)cc1 | -10% | 7
Cc1ccc(CNC(=O)c2nn(C)c3c2CSc2ccccc2-3)cc1 | -3% | 7
COC(=O)C[C@@H]1C=C[C@@H](NC(=O)NC2CCCC2)[C@@H](CO)O1 | 1% | -7
COC(=O)c1[nH]c(C)c(/C(O)=C2\C(=O)C(=O)N(CCCn3ccnc3)C2c2cccc(OC)c2)c1C (stereo unspecified) | ? | -40*
O=C(CCc1ncc(-c2ccccc2Cl)o1)NCC1CCCO1 (stereo unspecified) | 4% | 5
COc1cc(C(=O)NC2CCCCC2)ccc1C | -10% | 0
Cc1cc(-c2ccc(N=Cc3sccc3C)c(C)c2)ccc1N=Cc1sccc1C | -56% | 4
Cc1ccccc1C(=O)Nc1cccc(CCC(=O)N(C)C)c1 | ? | -1
CC1=C(c2ccc(C)c(C)c2)S(=O)(=O)N(CC(=O)NCc2ccc3c(c2)OCO3)C1=O | ? | 24
Cc1oc(-c2cccs2)nc1CC(=O)NCc1ccc(CN2CCCCC2)cc1 | 42%[activator] | 0
Cc1ccc(SCc2nc3scc(C)n3c2Br)cc1 | -12% | 13
CC(Nc1nccc(C(F)(F)F)n1)c1cccc([N+](=O)[O-])c1 (stereo unspecified) | . | 11
C=CCCC(=O)N1CCN(C(=O)c2ccc(C(F)(F)F)cc2)CC1 | 4% | -7
C=C(C)COc1ccc2c(C)c(CCC(=O)N3CCC(C(N)=O)CC3)c(=O)oc2c1 | -1% | 11
O=C(CCc1ncc(-c2ccccc2F)o1)Nc1ccc2ccccc2n1 | -1% | 11
CCc1cccc(NC(=O)COC(=O)c2cc(C)nc3ccccc23)c1 | -7% | 6
Cn1c(=O)c2c(nc(NCc3ccc4c(c3)OCO4)n2Cc2ccc(Cl)cc2Cl)n(C)c1=O | 8% | -1
N#C/C(=C/NC(=O)c1ccccc1)C(=O)N1CCOCC1 | 1% | -3
